Screening data from PubChem.
Cav3 T inh: human Cav3.2 channel inhibition, primary screen; 100,000 compounds, 4% hits; AID 449739; Cav3.2-expressing cells, Fluo-4 calcium fluorescence FDSS; stronger effect = lower value; B-score at 10 µM;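 active = single-dose well whose peak fluorescence ratio is a statistical outlier from its plate by either plate-standardised score or position-corrected B-score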
Target sequence (O95180 whole entry, looked up): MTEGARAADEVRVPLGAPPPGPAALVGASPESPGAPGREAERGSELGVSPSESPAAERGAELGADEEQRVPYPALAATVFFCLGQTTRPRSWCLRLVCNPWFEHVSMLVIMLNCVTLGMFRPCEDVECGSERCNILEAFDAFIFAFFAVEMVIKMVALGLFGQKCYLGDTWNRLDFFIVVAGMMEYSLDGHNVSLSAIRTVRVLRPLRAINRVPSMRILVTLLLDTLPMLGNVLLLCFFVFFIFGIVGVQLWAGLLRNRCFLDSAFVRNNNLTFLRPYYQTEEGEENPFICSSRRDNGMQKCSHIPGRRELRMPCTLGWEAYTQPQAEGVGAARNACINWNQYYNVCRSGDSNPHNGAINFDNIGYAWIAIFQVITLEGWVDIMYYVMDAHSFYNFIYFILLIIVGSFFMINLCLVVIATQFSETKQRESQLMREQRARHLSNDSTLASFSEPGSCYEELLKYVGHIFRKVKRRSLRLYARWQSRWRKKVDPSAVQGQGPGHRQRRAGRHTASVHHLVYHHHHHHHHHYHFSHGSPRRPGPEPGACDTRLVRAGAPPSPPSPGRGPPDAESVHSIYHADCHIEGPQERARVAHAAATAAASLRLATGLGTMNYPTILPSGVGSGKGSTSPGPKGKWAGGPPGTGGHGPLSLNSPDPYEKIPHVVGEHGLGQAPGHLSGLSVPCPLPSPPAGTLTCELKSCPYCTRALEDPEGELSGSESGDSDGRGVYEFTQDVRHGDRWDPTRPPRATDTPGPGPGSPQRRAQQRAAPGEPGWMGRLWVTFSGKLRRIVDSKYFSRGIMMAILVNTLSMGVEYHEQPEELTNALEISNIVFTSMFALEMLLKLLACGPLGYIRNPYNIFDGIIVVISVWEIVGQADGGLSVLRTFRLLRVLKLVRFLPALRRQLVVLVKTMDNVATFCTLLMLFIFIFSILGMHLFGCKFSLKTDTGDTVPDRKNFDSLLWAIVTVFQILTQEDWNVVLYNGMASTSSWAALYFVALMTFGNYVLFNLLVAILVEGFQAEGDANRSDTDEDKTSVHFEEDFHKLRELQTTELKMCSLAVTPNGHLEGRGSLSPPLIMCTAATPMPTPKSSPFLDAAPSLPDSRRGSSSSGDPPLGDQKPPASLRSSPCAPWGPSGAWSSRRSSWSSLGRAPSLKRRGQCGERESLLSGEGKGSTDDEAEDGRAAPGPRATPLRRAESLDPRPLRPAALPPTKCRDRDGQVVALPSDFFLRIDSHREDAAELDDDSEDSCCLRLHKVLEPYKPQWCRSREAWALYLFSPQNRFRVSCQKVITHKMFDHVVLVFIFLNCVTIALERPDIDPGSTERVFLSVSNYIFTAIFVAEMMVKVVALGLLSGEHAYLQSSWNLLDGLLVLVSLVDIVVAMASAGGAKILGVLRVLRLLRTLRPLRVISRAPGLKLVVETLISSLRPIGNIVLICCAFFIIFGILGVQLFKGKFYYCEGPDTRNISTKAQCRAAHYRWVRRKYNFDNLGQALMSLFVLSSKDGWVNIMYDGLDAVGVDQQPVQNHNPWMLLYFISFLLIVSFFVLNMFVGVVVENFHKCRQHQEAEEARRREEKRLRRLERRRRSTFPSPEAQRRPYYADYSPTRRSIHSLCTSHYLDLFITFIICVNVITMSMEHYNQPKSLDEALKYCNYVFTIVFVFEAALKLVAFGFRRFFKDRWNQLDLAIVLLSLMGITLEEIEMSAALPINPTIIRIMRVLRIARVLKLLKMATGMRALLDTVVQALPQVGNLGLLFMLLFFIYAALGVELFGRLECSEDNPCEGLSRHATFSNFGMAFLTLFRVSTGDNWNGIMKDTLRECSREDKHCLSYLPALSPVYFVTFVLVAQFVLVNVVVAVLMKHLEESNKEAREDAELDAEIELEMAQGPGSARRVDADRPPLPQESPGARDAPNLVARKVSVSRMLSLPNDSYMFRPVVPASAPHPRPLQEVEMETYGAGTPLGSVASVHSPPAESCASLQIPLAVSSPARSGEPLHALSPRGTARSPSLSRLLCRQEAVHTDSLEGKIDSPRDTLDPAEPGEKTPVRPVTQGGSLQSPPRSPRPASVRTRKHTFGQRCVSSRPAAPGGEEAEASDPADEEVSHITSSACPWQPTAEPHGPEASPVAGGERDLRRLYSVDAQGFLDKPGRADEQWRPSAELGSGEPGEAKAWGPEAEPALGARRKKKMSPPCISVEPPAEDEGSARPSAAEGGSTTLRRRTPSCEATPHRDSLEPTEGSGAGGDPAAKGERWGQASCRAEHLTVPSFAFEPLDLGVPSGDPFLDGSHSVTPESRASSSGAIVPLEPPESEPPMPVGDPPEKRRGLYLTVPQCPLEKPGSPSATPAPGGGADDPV
* marks the source's active call; other numbers are inactive results. A portion of the library. The share of hits here may be higher or lower than overall.

SMILES | Cav3 T inh
CCOC(=O)c1ccc(N2C(=O)c3n[nH]c(C)c3C2c2ccccc2)cc1 (stereo not given) | 0.11
CCOc1ccccc1C1CC(c2ccc(Cl)cc2)Nc2nc(N)nn21 (stereo not given) | -0.18
Cc1ccnc(NS(=O)(=O)c2ccc(NC(=O)C3CCCCC3C(=O)O)cc2)n1 (stereo not given) | 0.05
Cc1ccc2nc(SCCC(=O)O)cc(C)c2c1 | 1.7
Cc1ccc(C(=O)N/N=C/c2nc3ccccc3n2C)cc1 | -0.83
C(=N\c1nc2ccccc2n1Cc1ccccc1)/c1cccs1 | 0.43
O=C(c1ccc(CS(=O)(=O)c2c(Cl)cccc2Cl)o1)N1CCCC1 | 0.16
O=C1OCCC1Sc1nnnn1-c1ccccc1 (stereo not given) | 1.2
Cc1ccc(-c2nc(CN(C)C)cc(CN(C)C)c2O)cc1 | 0.44
CCOC(=O)C1=C(C)NC(=O)NC1c1cc2c(cc1Br)OCO2 (stereo not given) | 0.72
CCOC(=O)c1c(C)[nH]c(O)c1C=Nc1ccc(C(F)(F)F)cc1 | -0.4
COC(=O)C1=C(C)C(c2ccc(OC)cc2)NC(=S)N1 (stereo not given) | 0.0098
O=C(CSc1ccc(Cl)cc1Cl)N1CCC(c2nc3ccccc3s2)CC1 | -1.4
FC(F)(F)c1cccc(OCCOCCn2cncn2)c1 | 0.063
COc1ccccc1-c1cc2nc(C)c(CCC(=O)NCc3ccco3)c(C)n2n1 | -0.37
O=S1(=O)N=C(N2CCN(Cc3ccc4c(c3)OCO4)CC2)c2ccccc21 | 0.78
COC(=O)Cn1c(=NC(=O)C(C)(C)C)sc2c(C)cc(C)cc21 | -0.51
CCOC(=O)c1ccc(N=Cc2nc(-c3ccccc3)oc2OC(C)=O)cc1 | 0.39
CCOC(=O)N1CCN(C(=O)c2cnn3ccccc23)CC1 | 0.67
COc1ccc(OC)c(N(CC(=O)Nc2ccc3c(c2)OCO3)S(=O)(=O)c2ccccc2)c1 | -2.4
CCOC(=O)c1c(C2COc3ccccc3O2)csc1N (stereo not given) | -2.4
CC(=O)c1ccc(N2CCN(C(=O)c3ccco3)C(C)C2)c(F)c1 (stereo not given) | 0.31
CC(C)(C)c1nc(CN2CCOCC2)ccc1O | -0.35
O=C(c1ccc(CSc2nc3ccncc3[nH]2)cc1)N1CCN(c2cccc(Cl)c2)CC1 | -1.3
COC(=O)Cc1nnc(NC(=O)c2ccccc2)s1 | -0.048
Cc1ccccc1-c1nnc(NC(=O)CSc2nc3ccccc3s2)s1 | -0.96
Cc1ccccc1N(CC(=O)N/N=C/c1ccc(N(C)C)cc1)C(=O)c1ccccc1 | -4.5*
CC(C)Cn1c(N)c(C(=O)CSc2nc3ccccc3n2C)c(=O)n(C)c1=O | 0.047
CCCCOCCCNC(=O)N[C@@H](CCSC)C(=O)OC | -0.0057
CCN1CCN(Cc2ccc(NC(=O)c3ccc(C)c(NC(=O)N4CCNC4=O)c3)cc2C(F)(F)F)CC1 | 0.32
COCCNC(=O)c1onc(CSc2cc(C)cc(C)c2)c1C(=O)O | 0.61
Cc1occc1C(=O)NC(C)C(C)(C)C (stereo not given) | 0.11
Cc1ccc(CSCC(=O)N/N=C/c2sccc2C)cc1 | -4.9*
COc1ccc(OCC(=O)N(C)Cc2ccccc2)cc1 | -0.056
COc1ccc(-c2c3c(=O)n(C)c(=O)n(C)c3cn2NC(C)=O)cc1 | 1.6
CCN1CCN(C(CNS(=O)(=O)c2ccc(OC)cc2)c2cccnc2)CC1 (stereo not given) | 0.79
CCOc1ccc(C(=O)Nc2cc(=O)n(C)c(=O)n2C)cc1 | 0.25
Cc1ccccc1-n1c(=O)c2ccccc2n2cnnc12 | 1
COc1ccc(C2C(C(=O)NCc3ccccc3)=C(C)Nc3ncnn32)cc1OC (stereo not given) | 0.24
COC(=O)c1ccc(=O)n(-c2ccc(OC)cc2)c1 | -0.64
CCN(CC)CCNC(=O)c1cc2c(=O)n(C)c3ccccc3c2n1C | 0.41
CCn1nnc(NC(=O)c2sc3ccccc3c2Cl)n1 | 0.52
CCOc1ccc(/C=N/NC(=O)Cc2csc(Nc3cccc(C(F)(F)F)c3)n2)c(OCC)c1 | -0.64
CCCc1[nH]nc2c1C(c1ccc(OC(=O)c3ccco3)cc1)C(C#N)=C(N)O2 (stereo not given) | 0.41
COc1cc2c(cc1OC)C(C(=O)N1CCCC1)C(c1ccccc1F)N(C)C2=O (stereo not given) | 0.98
O=C(C1CCC(Cn2c(=S)[nH]c3ccccc3c2=O)CC1)N1CCN(c2ccccc2)CC1 (stereo not given) | -4.7*
COc1ccccc1N1CCN(S(=O)(=O)c2ccc3c4c(cccc24)C(=O)N3C)CC1 | 0.29
C=CCOc1c(CNn2nnnc2N)cccc1OC | 0.031
COc1ccc(-n2nnc3c(=O)n(Cc4ccccc4C)cnc32)cc1 | 0.072
OC12CCCCC1C(c1ccc3c(c1)OCO3)N(Cc1cccc(F)c1)CC2 (stereo not given) | -2.4

(list continues)
SMILES | Cav3 T inh
Cc1ccc(S(=O)(=O)CCSc2nc(C)cc(C(F)(F)F)c2C#N)cc1 | -1.4
COCCN1Cc2cccc(C(=O)NCc3cccnc3)c2C1=O | 0.86
c1cnc2ccc(C(c3nnnn3C3CCCC3)N3CCN(c4nc5ccccc5s4)CC3)cc2c1 (stereo not given) | -3.9*
CC1(C)Cc2cccc(OCC(=O)Nc3cc(C(F)(F)F)ccc3N3CCOCC3)c2O1 | -1.8
O=C(Nc1cccc(Cl)c1)c1ccc2c(=O)n3c(nc2c1)CCCCC3 | -5.7*
NC(=O)c1c(C(F)(F)F)cc(-c2ccccc2)nc1NCCO | 0.87
O/N=C/c1cc(Cl)ccc1OCc1ccccc1Cl | 0.21
O=C(Cn1nc(-c2ccccc2)ccc1=O)N1CCOCC1 | 0.036
COc1ccccc1C1=Nn2c(nnc2C2CCCCC2)SC1 | -2.2
CCOc1cc(CNCCSc2nnnn2C)cc(Br)c1OCc1ccccc1F | -3.6

Retrieved by structure from the list above:
SMILES | Cav3 T inh
COCCN1Cc2cccc(C(=O)NCc3cccnc3)c2C1=O | 0.86
CCOC(=O)c1c(C2COc3ccccc3O2)csc1N (stereo not given) | -2.4
O/N=C/c1cc(Cl)ccc1OCc1ccccc1Cl | 0.21
COc1ccccc1C1=Nn2c(nnc2C2CCCCC2)SC1 | -2.2
COCCNC(=O)c1onc(CSc2cc(C)cc(C)c2)c1C(=O)O | 0.61
COC(=O)Cn1c(=NC(=O)C(C)(C)C)sc2c(C)cc(C)cc21 | -0.51
O=S1(=O)N=C(N2CCN(Cc3ccc4c(c3)OCO4)CC2)c2ccccc21 | 0.78

The list goes on.
SMILES | Cav3 T inh
COc1c2ccc(C(=O)NCc3cc(C(F)(F)F)cc(C(F)(F)F)c3)cc2nn1C | -0.053
COCCn1nnnc1C(C(C)C)N1CCC(Cc2ccccc2)CC1 (stereo not given) | -1.6
Cc1cccc(N2CC(C(=O)Nc3ccc4c(c3)OCO4)CC2=O)c1C (stereo not given) | 0.12
Cc1nn(-c2ccccc2)c2sc(C(=O)OCc3nnc(-c4ccccc4)o3)cc12 | -1.5
CCS(=O)(=O)NCc1cn2ccsc2n1 | -0.028
C=C(C)Cn1c(SCC(=O)O)nnc1-c1ccccc1 | 0.54
COc1ccc(Br)cc1C(=O)Nc1cc(C)cc(C)c1 | 0.31
Cc1ccccc1/C=C1\CCCc2ccccc2C1=O | 0.17
O=C(NC1CCCC1)C(c1ccc(Cl)cc1)N1CCOCC1 (stereo not given) | -0.86
O=C(CCN1CCN(CCO)CC1)Nc1ccc(F)c(F)c1 | -0.23

Already shown: entries from further up.
SMILES | Cav3 T inh
Cc1nn(-c2ccccc2)c2sc(C(=O)OCc3nnc(-c4ccccc4)o3)cc12 | -1.5
CCS(=O)(=O)NCc1cn2ccsc2n1 | -0.028
C=C(C)Cn1c(SCC(=O)O)nnc1-c1ccccc1 | 0.54
COc1ccc(Br)cc1C(=O)Nc1cc(C)cc(C)c1 | 0.31
Cc1ccccc1/C=C1\CCCc2ccccc2C1=O | 0.17
O=C(NC1CCCC1)C(c1ccc(Cl)cc1)N1CCOCC1 (stereo not given) | -0.86
O=C(CCN1CCN(CCO)CC1)Nc1ccc(F)c(F)c1 | -0.23

Other structures follow.
SMILES | Cav3 T inh
CC(C)C(=O)N1CCN(c2ccc(NC(=O)c3cccs3)cc2)CC1 | 0.016
Cc1sc2nc(SCC(=O)N3CCCCC3)[nH]c(=O)c2c1C | -0.19
C/C=C\C(=O)Nc1cccc(C2=NOC3(C2)C[C@H](C(N)=O)N(C(=O)[C@H]2CCC(=O)N2)C3)c1 (stereo not given in full) | 0.78
O=C(NC1CCCC1)c1ccc(S(=O)(=O)N2CCCC2)cc1 | 0.29
O=C(CSC1CCCCC1)N1CCN(c2ccccc2)CC1 | -1.6
Cc1c(Cl)c(C(=O)NC2CCCC2)nn1C | -0.77
COc1cc(C(c2nnnn2C(C)(C)C)N2CCN(C)CC2)cc(OC)c1OC (stereo not given) | 0.13
Nn1c(SCC(=O)NCCC2=CCCCC2)nnc1C1CCCCC1 | 0.3
CCOc1ccc(-c2noc(-c3ccncc3)n2)cc1OCC | 0.54
COc1ccc(C2C(C#N)=C(N)Oc3n[nH]c(C)c32)cc1Cn1nc(C)c([N+](=O)[O-])c1C (stereo not given) | 1.3
O=C(c1cc(-c2ccc3c(c2)OCO3)on1)N1CCN(c2ccccc2)CC1 | -2.3
COc1cccc(Nc2ncnc3ccccc23)c1 | -0.0053
CCC1CCCCN1C(=O)c1nn2cccnc2c1Cl (stereo not given) | -0.12
Cc1cc(=O)[nH]c2c1c(C)nn2C1CCOC(C)(C)C1 (stereo not given) | 0.43
Cc1cc(NS(=O)(=O)c2ccc(NC(=O)Nc3ccccc3)cc2)no1 | -0.38
COc1cc2c(cc1OC)-c1cc(N3CCCCCC3)nc(=O)n1CC2 | 0.12
O=C(NC12CC3CC(CC(C3)C1)C2)c1cc2nc(-c3ccco3)cc(C(F)(F)F)n2n1 | 0.5
COc1ccc(-c2cc(C(F)(F)F)n3nc(C(=O)N4CCCC4)cc3n2)cc1 | -1.3
O=C(O)c1ccc(CSc2n[nH]c(-c3ccco3)n2)cc1 | -0.24
Cc1ccc(N=Cc2nc(/C=C/c3cccc([N+](=O)[O-])c3)oc2O)cc1 | -1.2
Clc1ccc(CSc2nnc(-c3ccncc3)o2)c(Cl)c1 | -0.2
COc1cc(OC)c(OC)cc1C#N | 0.49
Cc1ccc(-c2noc(CCC(=O)Nc3ccc4c(c3)OCO4)n2)cc1 | 0.035
O=C(NNC(=O)c1ccc(SCC2CCCO2)c([N+](=O)[O-])c1)c1ccc(F)cc1 (stereo not given) | -0.076
CCOc1cc(-c2ccc(N)c(OCC)c2)ccc1N | -5.4*
CS(=O)c1ccccc1COC(=O)Nc1ccc(Cl)cc1 (stereo not given) | 1.3
Cn1c(CNC(=O)Nc2cccc(Cl)c2)nnc1SCc1ccccc1 | -2.8
CCC(=O)Nc1cccc(NC(=O)c2cccnc2)c1 | -0.4
COC(=O)N1N=C(c2ccccc2)CC1(O)C(F)(F)F (stereo not given) | 1.4
CC(=O)Nc1ccc(Sc2ncccc2C(=O)Nc2ccc(F)cc2)cn1 | 1.1
CCc1nnc(NC(=O)CN2CCN(C3CCCCC3)CC2)s1 | 0.024
CCCCc1nc(NCC2CCCO2)c(C#N)c2c1COC(C)(C)C2 (stereo not given) | -0.089
N=c1ccn(Cc2ccccc2Cl)cc1 | 0.64
NNC(=O)CN1C(c2ccc(Cl)cc2)=Nc2ccc(Br)cc2C1c1ccccc1 (stereo not given) | -9.9*
Cc1ccc(NCc2nnc(SCC(=O)NCCc3ccccc3)n2C)cc1 | 0.63
CCn1cc(C(=O)OCC(=O)Nc2cccc(S(=O)(=O)N3CCOCC3)c2)c(=O)c2ccc(C)nc21 | -0.69
Cc1cc(NC(=O)CSc2nc3c(c(=O)n2-c2ccc(Cl)cc2)SCC3)no1 | -2
O=C1CC(Cc2ccccc2)C(=O)N1CCc1ccc2c(c1)OCO2 (stereo not given) | -1.4
C[C@H](CCC(=O)O)[C@H]1CC[C@H]2[C@@H]3CC[C@@H]4C[C@H](O)CC[C@]4(C)[C@H]3C[C@H](O)[C@]12C | -0.37
CC1(OC(=O)CCc2ccccc2)C(=O)C=C2C=C(c3ccc(C#N)cc3)N(c3ccccc3)C=C2C1=O (stereo not given) | -1
O=C(Cn1nnc(-c2cccs2)n1)OC1CCCCC1 | -1.7
O=C(CSc1nc2c(cnn2-c2ccccc2)c(=O)[nH]1)c1ccc(Cl)cc1 | -0.79
Cc1cc2oc3cc(NCCC4CCCN4C)ccc3c(=O)c2cc1C (stereo not given) | -1.5
CCOc1ccccc1N(CC(=O)Nc1cccnc1)S(C)(=O)=O | -1.1
CCc1nnc(NC(=O)CSc2ncnc3c2oc2ccccc23)s1 | -0.31
N#Cc1c(-c2ccc3c(c2)OCO3)ccn2nc(-c3cccc(C(F)(F)F)c3)nc12 | -1.9
CCn1c(SCc2cccc(C)c2)nnc1-c1ccccc1 | -1.5
Cc1ccc(S(=O)(=O)NCCCNC(=O)N2CCOCC2)cc1 | -0.52
CCOc1ncccc1C(=O)OCC(=O)c1cc(C)n(Cc2ccco2)c1C | -4.9*
COc1ccc(CNC(=O)c2ccc(NC(=O)CC3SC(N4CCCCC4)=NC3=O)cc2)cc1 (stereo not given) | 1.2

(more compounds)
SMILES | Cav3 T inh
COc1cc(S(=O)(=O)NC(C)C)ccc1Cl | -0.043
COC(=O)Nc1nc(-c2ccccc2)c(C(=O)c2ccccc2)s1 | -1.8
O=C(COC(=O)C12CC3CC(CC(C3)C1)C2)NCCc1ccccc1 | -2.4
Cn1c(=O)c2c(ncn2CC(=O)Nc2ccccc2N2CCOCC2)n(C)c1=O | 0.41
CCCCc1cc(=O)oc2cc(OS(C)(=O)=O)ccc12 | -0.42
Cc1ccc(-c2nn3c(=O)c(C)nnc3s2)cc1 | -0.036
Cc1cccc(OCCNc2cc(N3CCOCC3)ccc2[N+](=O)[O-])c1 | 0.079
Cn1c(SCC(=O)Nc2cccc(F)c2)nnc1-c1cccnc1 | 0.91
